Screens from PubChem BioAssay.
Akt phos inh = HTS Assay for Inhibitors of Akt Phophorylation: Primary Screen | hit rate 0.32% among 360,000 | Neuro2A IGF-stimulated pAkt S473 HTRF, 20 min; hits give low values | AID 651550, 2012 | activity change, % for hits at 50 µM; in the data active = activity change below about -80%; inconclusive = mostly about -51% to -80%; also: % is scaled to controls: 0 for no effect and ±100 for the full control effect
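Single-point screen (50 µM final compound) in Neuro2A cells stimulated 20 min with 6 nM IGF at 37 deg C. After lysis, Ser473-phosphorylated Akt read by HTRF (ex 330 nm, em 615/665 nm) as the 665/615 ratio.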
Nrf2 block = Nrf2 qHTS screen for inhibitors; A549 ARE-Fluc reporter, luciferase luminescence, 18-24 h; Potency, µM (highest dose often 46 µM), without a hit: at the top dose activity change, negative = inhibition, most hits filed as inhibitors; hit rate 2.1% among 360,000; also: potency is read from the fitted curve at half-maximal effect; % is scaled to controls: 0 for no effect and ±100 for the full control effect; nearly all actives have a fitted effect of over 60% in size
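A549 ARE_Fluc cells (5000/well, 5% FBS OPTI-MEM) pre-incubated 2 h, then treated with compounds 18-24 h at 37C/5% CO2 in concentration-response. CellTiter-Fluor viability read first; BugLite luciferase luminescence after 15 min at room temperature gives Nrf2 activity.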
S2 tox = Viability Counterscreen for Primary qHTS for Inhibitors of ATXN expression; S2 cells (HEK-293 line with an ATXN2-luciferase reporter) viability, CellTiter-Fluor protease fluorescence, 24 h; Potency, µM (top dose mostly 56.7 µM), most hits filed as cytotoxic; hit rate 0.49% among 400,000; also: potency is read from the fitted curve at half-maximal effect; nearly all actives have a fitted effect of over 40% in size
CCT modulator = High-Throughput Screening for Modulators of Cytosolic Chaperonin Activity | hit rate 0.3% among 360,000 | activity change, % (test concentration not listed), hits read low | purified chaperonin ATPase assay, HTRF ADP detection, 30 min; in the data active = activity change below about -30%; also: % is scaled to controls: 0 for no effect and ±100 for the full control effect
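TRiC (40 or 20 nM final, by batch activity) in 30 mM Tris pH 7.4, 100 mM KCl, 5 mM MgCl2, 1 mM DTT was treated with compound at 76 uM single dose, then 10 uM ATP, 30 min at 37 °C. ADP was read by HTRF Transcreener.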
A549 viability = Nrf2 qHTS screen for inhibitors: counterscreen for cytotoxicity | A549 ARE-Fluc cells, CellTiter-Fluor viability, 18-24 h | Potency, µM (series often up to 46 µM), for the others: at the top dose activity change, negative = cytotoxicity, actives largely listed as inhibitors | hit rate 0.16% among 390,000 | AID 504648, 2011; also: potency is read from the fitted curve at half-maximal effect; % is scaled to controls: 0 for no effect and ±100 for the full control effect
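A549 ARE_Fluc cells in 5% FBS OPTI-MEM were exposed to compounds in concentration-response for 18-24 h at 37 deg C. Viability was read by CellTiter-Fluor fluorescence (Ex 405/Em 525) after 30 min, before the luciferase read.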
Nrf2 activator = qHTS of Nrf2 Activators. hit rate 0.31% among 410,000. AREc32 ARE-luciferase reporter (MCF7-derived line), luminescence, 24 h. AID 624171, 2012. Potency, µM (series often up to 46.1 µM), without a hit: at the top dose activation, actives largely listed as activators; also: potency is read from the fitted curve at half-maximal effect; % of control where 0% means no effect; nearly all actives have a fitted effect of over 65% in size
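AREc32_Fluc, 1000 cells/well, OPTI-MEM + 5% FBS, o/n 37 deg C 5% CO2; 23 nL cpd by pin tool, 24 hr; Steady-Glo 30 min RT, luminescence.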
HepG2 viability = qHTS for Inhibitors of TGF-b: Cytotox Counterscreen | Potency, µM (titrated, usually from 46.1 µM), without a hit: at the highest dose activity change, negative = cytotoxicity, most hits filed as cytotoxic | HepG2 CAGA-GFP viability, ATP luminescence, 18 h | hit rate 0.76% among 410,000; also: potency is read from the fitted curve at half-maximal effect; some results filed as inactive show a strong effect at the top dose
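HepG2 CAGA-GFP cells (1000/well, DMEM with 1% FBS) received compound, then TGF-beta at 500 pg/mL final, and were incubated 18 hours at 37 degrees C. Viability was read by CellTiter-Glo luminescence. Media-only wells were set as complete cell-killing and DMSO as no toxicity.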
TGFb SMAD3 inh = qHTS for Inhibitors of TGF-b. hit rate 1.2% among 410,000. HepG2 CAGA-GFP TGF-b/SMAD3 reporter, GFP fluorescence, 18 h; TGF-beta stimulated, 500 pg/mL final. Potency, µM (titrated, usually from 46.1 µM), inactives show at the highest dose activity, negative = inhibition, actives largely listed as inhibitors; also: potency is read from the fitted curve at half-maximal effect; % is scaled to controls: 0 for no effect and ±100 for the full control effect; nearly all actives have a fitted effect of over 65% in size
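Inhibition was scored as loss of TGF-beta-induced (500 pg/mL final, 18 hours, 37 degrees C) GFP in HEPG2 cells carrying a CAGA-GFP reporter, in DMEM with 1% FBS. Well GFP was summed per cell; Activity was normalised to unstimulated and stimulated DMSO wells, then concentration-response fitting.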
Mm-Cpn inhibitor = Inhibitors of TCP-1 ring complex (TRiC) of Methanococcus maripaludis (MmCpn): qHTS. Potency, µM (top dose mostly 76.9 µM), inactives show at the highest dose activity, negative = inhibition, usual class: inhibitors. Chaperonin Mm-Cpn (Methanococcus maripaludis). purified Mm-Cpn ATPase, ADP Transcreener TR-FRET. hit rate 0.031% among 330,000. AID 504842, 2011; also: potency is read from the fitted curve at half-maximal effect; % is scaled to controls: 0 for no effect and ±100 for the full control effect; nearly all actives have a fitted effect of over 80% in size
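Inhibition of chaperonin ATP hydrolysis is measured as reduced ADP production, detected by competitive TR-FRET in which signal falls with ADP. Final enzyme 25 nM and ATP 10 uM, reacted 30 min at 37°C.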
* hit, by the source's call; i = inactive; ? = inconclusive; nt = no result given; [ ] = dose if it differs, or a comment. Unless noted, calls follow the shape of the dose curve; as a rule, active = well fitted curve in the direction sought with a large enough effect; inconclusive = small, poorly fitted or top-dose-only effect, or another doubt; inactive = no such curve, though single readings can be large; an effect the other way counts as inactive or inconclusive.

SMILES	Akt phos inh	Nrf2 block	S2 tox	CCT modulator	A549 viability	Nrf2 activator	HepG2 viability	TGFb SMAD3 inh	Mm-Cpn inhibitor
O=C(C[C@H]1C[C@H](C(=O)N2CCOCC2)[C@@]2(CCC3CCCC3)c3[nH]c4ccc(Cl)cc4c3CCN2C1=O)NCCc1ccccn1	i	?	?	-0.3	?	0.6%	12%	-24%	0%
COc1cccc(CNC(=O)CSCc2cnn(-c3ccccc3)c2-n2cccc2)c1OC	-119%*	-28%	i	-4.4	-2%	2.6%	-16%	-1%	0%
COc1ccc(C(=O)CCC(=O)Nc2ccc(N3CCN(C)CC3)cc2)cc1OC	i	8%	i	2.7	2%	-0.2%	-11%	-2%	-2%
COCCCN1C(=O)c2[nH]nc(-c3ccccc3O)c2C1c1ccc(OC)cc1 (stereo unspecified)	nt	14%	nt	nt	-6%	6.4%	-24%	-3%	nt
Cc1cccc(NC(=O)c2ccccc2-c2ccccc2)c1	i	1%	i	0.5	1%	0.1%	-1%	5%	1%
Cn1c(CNC(=O)CSc2n[nH]c(-c3ccccc3)n2)nc2ccccc21	nt	nt	nt	nt	?	4.0%	2%	-2%	nt
CC(=O)N1c2ccccc2C(=O)C1N1CCN(c2cccc(Cl)c2)CC1 (stereo unspecified)	nt	?	nt	nt	6%	0.2%	12%	3%	nt
Cc1oc(-c2ccccc2Cl)nc1CS(=O)(=O)CC(=O)NC1CCCC1	i	-24%	i	2.1	0%	0.3%	-14%	-6%	1%
COc1cccc(NC(=O)CN(C)C(=O)c2c(-c3c(F)cccc3Cl)noc2C)c1	i	2%	i	-0.9	-7%	2.5%	-12%	-22%	1%
O=C(NCCCN1CCOCC1)C1CCN(S(=O)(=O)c2cccc(C(F)(F)F)c2)CC1	i	3%	i	-2.3	6%	0.4%	16%	-6%	0%
COc1ccccc1/C=N/OCc1cc(C(C)=O)ccc1OC	i	?	i	-0.3	4%	-0.5%	-3%	18%	-1%
Cc1nn(Cc2cccc(C(=O)NC3CCCCC3)c2)c(C)c1Cl	i	?	i	0.5	-5%	3.4%	-26%	2%	1%
CC1CCN(S(=O)(=O)c2ccc3c(c2)c(=O)c(C(=O)NCc2cccs2)cn3C)CC1	i	0%	i	-0.9	0%	0.4%	16%	-6%	-3%
Cc1ccc(-c2nc3ccccc3n2C)o1	i	?	i	0.2	0%	0.0%	-62%	-3%	1%
NS(=O)(=O)c1cc(C(=O)OCC(=O)NC2CCCCCCC2)ccc1Cl	i	11%	i	2.8	0%	-0.1%	-4%	3%	-1%
CC(=O)n1cc([C@@H]2C=C(C(=O)N3CCN(Cc4ccc5c(c4)OCO5)CC3)O[C@H](OCc3ccc(CO)cc3)C2)c2ccccc21	i	?	?	-0.8	-14%	5.7%	-23%	?	nt
C=CC(C)(C)c1c(O)c(CC=C(C)C)c(O)c2c(=O)c3ccc(O)c(O)c3oc12	i	?	28µM*	-1.2	?	-0.7%	14µM*	11µM*	nt
NC(=O)c1nsnc1-c1ccccc1O	i	-1%	i	1.5	-6%	0.1%	6%	-6%	-2%
CC1=C(C(=O)N(C(C)C)C(C)C)CC(CC(=O)NC2CCCCC2)C(=O)N1Cc1ccccc1 (stereo unspecified)	i	nt	i	-2.2	nt	0.4%	-31%	1%	nt
CNc1cccc(-c2c(OC)cccc2OC)n1	i	nt	i	0.6	nt	-0.4%	-4%	-2%	nt
N#Cc1ccc(OCC(=O)Nc2cccc(S(=O)(=O)NC3=NCCCCC3)c2)cc1	i	0%	i	-1.3	-12%	0.2%	-15%	?	-2%
COc1ccc(CN2C[C@@H](CO)O[C@@H](n3cnc4c(N5CCOCC5)ncnc43)C2)cc1	i	nt	i	-1.0	nt	-0.6%	-5%	10%	nt
O=C(CS(=O)(=O)Cc1ccccc1)Nc1nc2c(s1)CCCC2	i	19%	i	-0.3	-1%	2.7%	2%	?	-1%
COc1ccc(C2/C(=C(/O)c3ccc4c(c3)CC(C)O4)C(=O)C(=O)N2CCCN2CCOCC2)cc1 (stereo unspecified)	i	11%	i	-3.1	1%	-0.4%	0%	-5%	0%
COc1ccc(C(=O)N2CCCN(C)CC2)cc1S(=O)(=O)N(C)Cc1ccccc1	i	-3%	i	-0.2	3%	-0.9%	9%	12%	1%

Three entries from above, sorted by formula weight, lowest first.
SMILES	Akt phos inh	Nrf2 block	S2 tox	CCT modulator	A549 viability	Nrf2 activator	HepG2 viability	TGFb SMAD3 inh	Mm-Cpn inhibitor
Cc1ccc(-c2nc3ccccc3n2C)o1	i	?	i	0.2	0%	0.0%	-62%	-3%	1%
Cc1nn(Cc2cccc(C(=O)NC3CCCCC3)c2)c(C)c1Cl	i	?	i	0.5	-5%	3.4%	-26%	2%	1%
O=C(CS(=O)(=O)Cc1ccccc1)Nc1nc2c(s1)CCCC2	i	19%	i	-0.3	-1%	2.7%	2%	?	-1%

Remaining list, next part.
SMILES	Akt phos inh	Nrf2 block	S2 tox	CCT modulator	A549 viability	Nrf2 activator	HepG2 viability	TGFb SMAD3 inh	Mm-Cpn inhibitor
Cc1ccccc1CNC(=O)c1ccc(CN2CC(=O)N3CCCCC3C2=O)cc1 (stereo unspecified)	nt	21%	i	nt	8%	3.0%	-43%	?	nt
CC(C)OC(=O)c1cccnc1SCc1cc(=O)n2ccccc2n1	i	nt	i	-3.0	13%	17%	-13%	12%	1%
Cc1ccccc1OCCC(=O)OCC(=O)NC(=O)c1ccccc1	i	?	i	-2.6	-11%	-2.0%	-2%	-6%	-1%
NC(=O)C1CCN(C(=O)C(=O)c2cn(CC(=O)N3CCCCCC3)c3ccccc23)CC1	i	-4%	i	-2.6	-4%	-0.7%	4%	3%	-11%
c1ccc(CN2CCOCCOCCOCCOCCOCCOCC2)cc1	i	1%	i	-1.2	0%	-1.0%	8%	11%	-1%
Cc1cc(C)c(C(=O)COc2cccnc2[N+](=O)[O-])cc1C	i	-11%	i	-1.9	-5%	?	-71%	?	-3%
Cc1ccc(CSCCC(=O)N2CCN(c3cc(C)ccc3C)CC2)cc1	nt	nt	nt	nt	-7%	0.5%	-52%	?	nt
Cc1cc(Cl)ccc1OCCCC(=O)NCCN1C(=O)S/C(=C\c2cccnc2)C1=O	i	16%	?	0.8	1%	3.9%	0%	-5%	-7%
Cc1ccc(C)c(S(=O)(=O)n2nc(C)c(S(=O)(=O)N3CCC(C)CC3)c2C)c1	nt	nt	i	nt	7%	-1.2%	-3%	2%	nt
O=C(c1cccc([N+](=O)[O-])c1)N1CCN(C(=O)c2ccco2)CC1	i	-8%	?	0.1	4%	0.2%	2%	2%	1%
CCN1C(=O)C(=O)N(CC(=O)Nc2ccccc2OC(F)F)C1=O	i	10%	i	0.5	0%	-0.1%	-1%	-3%	-5%
COC(=O)c1c(NC(=O)Cc2ccccc2)sc(C)c1C	nt	-16%	?	-2.2	5%	7.0%	-6%	37%	-1%
CCCCCCP(=O)(O)c1ccccc1	i	-22%	i	-3.0	-3%	-0.9%	4%	1%	-1%
Cc1nc(SCC(=O)NCCN2C(=O)CSC2=O)nc(C)c1C	i	-1%	i	-2.9	1%	0.4%	-22%	3%	0%
COc1ccc(C(=O)c2ccccc2)c(OCC(=O)N(C)C)c1	i	-1%	i	-1.3	9%	-0.9%	-6%	-14%	-2%
CCN(CC)S(=O)(=O)c1cccc(NC(=O)COC(=O)CCc2nc3ccccc3s2)c1	i	nt	i	-2.4	0%	-1.0%	3%	17%	-3%
O=C(CC(C(=O)O)c1ccc(Cl)cc1Cl)c1ccc(Cl)cc1 (stereo unspecified)	i	-8%	i	-2.5	2%	-0.5%	3%	5%	-1%
CC1CC=CC2C1C(=O)N(Cc1ccccc1)C2c1ccoc1 (stereo unspecified)	nt	-7%	nt	nt	-4%	nt	-46%	?	nt
COc1ccc(OC)c(S(=O)(=O)N2Cc3ccccc3CC2C(=O)O)c1 (stereo unspecified)	i	23%	i	-3.6	-2%	-0.2%	-6%	5%	-1%
Cc1cc(NC(=O)C2CCN(S(=O)(=O)c3cnc[nH]3)CC2)ccc1Br	i	-21%	i	1.8	-18%	1.5%	-6%	-9%	-1%
Cc1noc(C)c1CSc1nnc(-c2cccnc2)n1C1CCCCC1C (stereo unspecified)	i	-24%	i	-2.4	0%	-0.4%	7%	-1%	0%
CCCCN1CC(COCc2ccccc2)Oc2cccc(Oc3ccccc3)c2S1(=O)=O (stereo unspecified)	i	-11%	i	0.5	4%	0.6%	-4%	-13%	nt
NC(=O)Cc1ccc(OCc2nn[nH]n2)cc1	i	nt	i	1.5	nt	-0.4%	-11%	-1%	nt
CCc1cc(C(=O)N2CCCC(C(=O)c3ccc(OC)c(F)c3)C2)n(C)n1 (stereo unspecified)	i	?	?	-1.1	-8%	0.0%	-22%	-22%	-3%
COc1cc(/C=C2\C(=N)N3N=C(S(C)(=O)=O)SC3=NC2=O)ccc1OC(=O)c1ccco1	i	3%	i	-1.2	-8%	-1.0%	-2%	52%[activator]	-1%
O=C(NCCC1=CCCCC1)C1CCN(S(=O)(=O)c2ccccc2C(F)(F)F)CC1	i	7%	i	1.8	9%	0.0%	-1%	-13%	2%
COc1cc(/C=C/C(=O)OCC(=O)Nc2sc3c(c2C#N)CCC(C)C3)ccc1OCC#N (stereo unspecified)	i	30%	i	-2.2	-2%	0.0%	9%	13%	1%
Cc1ccccc1C(=O)N1CCN(C(c2ccccc2)c2ccccc2)CC1	i	-18%	?	0.2	7%	-0.8%	-30%	?	-15%
